Screens (PubChem BioAssay)
DRD3 antagonist – D3 dopamine receptor (human) antagonism | P35462 | D3R cells, DiscoveRx beta-arrestin luminescence, antagonist mode; stronger effect = lower value | max response, negative = inhibition, % | 360,000 compounds, 2.5% hits | AID 652054; in the data active = max response below about -50%; inconclusive = no clear call, values can overlap the other calls; note: % is set by controls: 0 for no effect and ±100 for the full control effect; mostly tested at two doses, the higher about 12 µM
Target sequence (P35462 whole entry, looked up): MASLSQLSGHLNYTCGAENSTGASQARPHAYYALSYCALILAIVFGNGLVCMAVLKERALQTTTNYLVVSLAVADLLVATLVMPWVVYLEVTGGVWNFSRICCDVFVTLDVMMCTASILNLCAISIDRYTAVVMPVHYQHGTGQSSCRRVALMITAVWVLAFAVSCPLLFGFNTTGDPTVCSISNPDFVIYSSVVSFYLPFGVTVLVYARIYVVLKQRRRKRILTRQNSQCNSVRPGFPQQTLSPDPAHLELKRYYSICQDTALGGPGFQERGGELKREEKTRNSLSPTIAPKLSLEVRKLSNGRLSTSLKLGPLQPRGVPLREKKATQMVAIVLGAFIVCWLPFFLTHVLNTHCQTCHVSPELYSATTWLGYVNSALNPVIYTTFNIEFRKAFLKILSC
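Cells plated overnight at 1500 cells/well, then exposed to library compounds with dopamine controls for 90 minutes at 37 degrees C. DiscoveRx reagent added for 30–60 minutes at room temperature; luminescence read, quantitative HTS format.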
HT1080NT lethal – kills 2HG-producing HT-1080-NT fibrosarcoma cells; AID 686970; HT-1080-NT fibrosarcoma viability, CellTiter-Glo ATP luminescence, 48 h; Potency, µM (doses to about 46.1 µM), for the others: at the top dose activity, negative = less viability, most hits filed as cytotoxic; 360,000 compounds, 1.6% hits;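 note: NT is the 2HG producing partner of a matched IDH1 knockdown line; potency is the fitted concentration of half-maximal effect; 0% = DMSO-treated cells and -100% = media-only wells without cells; nearly all actives have a fitted effect of over 55% in size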
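Compounds were tested in concentration-response format on HT-1080-NT cells for 48 hours at 37 degrees C. Cell viability came from CellTiter-Glo luminescence; curves were classified by r2, response magnitude and activity.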
KB-3-1 tox – kills parental KB-3-1 adenocarcinoma cells; Potency, µM (titrated, usually from 46.1 µM), inactives show top-dose activity change, negative = cytotoxic, actives largely listed as cytotoxic; KB-3-1 viability, CellTiter-Glo ATP luminescence, 72 h; 400,000 compounds, 1.4% hits; note: potency is the fitted concentration of half-maximal effect; % is set by controls: 0 for no effect and ±100 for the full control effect; nearly all actives have a fitted effect of over 60% in size
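72 h, 37 °C compound treatment of KB-3-1 parental cells; CellTiter-Glo added, 10 min, luminescence read. Data corrected against DMSO-only plates and normalized before curve fitting.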
HT1080 IDH1KD tx – kills HT-1080 cells with IDH1 knockdown; AID 686971; Potency, µM (series often up to 46.1 µM), without a hit: at the highest dose activity, negative = toxicity, hits mostly cytotoxic; 360,000 compounds, 2% hits; HT-1080 IDH1 knockdown viability, ATP luminescence, 48 h;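 note: potency is the fitted concentration of half-maximal effect; 0% = DMSO wells and -100% = cell-free medium wells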
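After a 2 h attachment period, IDH1KD HT-1080 cells took pin-transferred compound for 48 h at 37 °C; ATP-based luminescence after 10 min room-temperature reagent incubation reported viability.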
KB-V1 MDR tox – kills drug-selected multidrug resistant KB-V1 cells | KB-V1 MDR cells viability, CellTiter-Glo, 72 h | 400,000 compounds, 3.4% hits | Potency, µM (doses to about 46.1 µM), without a hit: at the highest dose activity change, negative = cytotoxicity, actives largely listed as cytotoxic; note: potency is the fitted concentration of half-maximal effect; % is set by controls: 0 for no effect and ±100 for the full control effect; nearly all actives have a fitted effect of over 60% in size
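KB-V1 cells (P-gp-expressing MDR subline of KB-3-1) in phenol-red-free DMEM with 10% FBS were exposed to library compounds over a concentration series for 72 h at 37 degrees C. Viability read by CellTiter-Glo luminescence; concentration-effect curves fitted after normalization.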
SW480 rereplic – induces DNA re-replication in SW480 colon adenocarcinoma cells. 340,000 compounds, 1.8% hits. SW480 DNA re-replication, Hoechst DNA content imaging, 48 h. AID 624297. Potency, µM (doses to about 46.1 µM), inactives show top-dose re-replication activation, usual class: activators; note: potency is the fitted concentration of half-maximal effect; % of control where 0% means no effect; nearly all actives have a fitted effect of over 55% in size
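Treated cells incubate 48 hr (37 C, 5% CO2), are stained 40 min with Hoechst, and nuclear fluorescence is enumerated; a rise in nuclei with high DNA signal marks re-replication.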
GLP1R ag – activates the human GLP-1 receptor | P43220 | HEK293 GLP-1R CRE-luciferase, luminescence, 4-6 h; cells express a hypersensitive GLP-1R form | Potency, µM (titrated, usually from 45.6 µM), inactives show at the highest dose activation, most hits filed as activators | 380,000 compounds, 0.007% hits | AID 624172; note: potency is the fitted concentration of half-maximal effect; % of control where 0% means no effect
Target sequence (P43220 whole entry, looked up): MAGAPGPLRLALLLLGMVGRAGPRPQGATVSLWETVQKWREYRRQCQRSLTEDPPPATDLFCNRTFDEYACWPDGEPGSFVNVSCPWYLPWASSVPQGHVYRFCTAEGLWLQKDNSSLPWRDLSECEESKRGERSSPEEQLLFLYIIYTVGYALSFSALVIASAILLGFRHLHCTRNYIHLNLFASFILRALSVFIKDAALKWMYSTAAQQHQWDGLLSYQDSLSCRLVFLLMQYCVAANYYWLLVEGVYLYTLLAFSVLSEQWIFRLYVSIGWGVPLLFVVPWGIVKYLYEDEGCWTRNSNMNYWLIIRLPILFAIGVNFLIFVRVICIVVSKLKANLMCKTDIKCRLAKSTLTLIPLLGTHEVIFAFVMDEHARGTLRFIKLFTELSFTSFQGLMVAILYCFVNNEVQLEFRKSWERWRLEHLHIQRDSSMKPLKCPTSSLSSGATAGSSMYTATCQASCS
DRD3 agonist – agonists of human D3 dopamine receptor | AID 652048 | max activation, % | 410,000 compounds, 0.58% hits | D3R DiscoveRx beta-arrestin cells, luminescence, 90 min; in the data active = max activation above about 30%; note: 0% is about no effect; mostly tested at two doses, the higher about 12 µM
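Cells at 1500/well, incubated overnight, then treated with pinned compounds (dopamine as control) for 90 min at 37 degrees C. DiscoveRx reagent added for 30 - 60 minutes at room temperature; luminescence read.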
IL-1B inflam inh – inhibitors of inflammasome signaling (IL-1 beta secretion); THP-1 LPS/ATP IL-1B secretion, AlphaLISA, 16 h; stronger effect = lower value; activity change, % at 57.5 µM; 360,000 compounds, 4.7% hits; in the data active = activity change below about -50%; inconclusive = mostly about -30% to -49%; note: % is set by controls: 0 for no effect and ±100 for the full control effect
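THP-1 cells pretreated 1 hr with compounds (up to 57.5 uM final), then stimulated with LPS (250 ng/mL final) plus ATP (1.25 mM final); secreted IL-1B measured by AlphaLISA after 16 hr, decreased signal indicating inhibition.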
Active calls of the source: *; [ ] = another dose, or the depositor's remark. Unless noted, calls come from the whole dose curve; as a rule, active = well fitted curve in the direction sought with a large enough effect; inconclusive = small, poorly fitted or top-dose-only effect, or another doubt; inactive = no such curve, though single readings can be large; an effect the other way counts as inactive or inconclusive.

What do the screens show for `Cc1sc2ncn3ncnc3c2c1C`?
DRD3 antagonist: 17; HT1080NT lethal: -10%; KB-3-1 tox: -2%; HT1080 IDH1KD tx: 0%; KB-V1 MDR tox: -6%; SW480 rereplic: -11%; GLP1R ag: -9%; DRD3 agonist: 9; IL-1B inflam inh: -9

How did O=C(O)c1cccc(S(=O)(=O)Nc2ccc(Oc3ccccc3)cc2)c1 do in these assays?
DRD3 antagonist: 12; HT1080NT lethal: 4%; KB-3-1 tox: 11%; HT1080 IDH1KD tx: 29%; KB-V1 MDR tox: -2%; SW480 rereplic: -3%; GLP1R ag: 0%; DRD3 agonist: 1; IL-1B inflam inh: 18

How did C/C(=N\NC(=O)Cc1cccn1C)c1cccs1 do in these assays?
DRD3 antagonist: -13; HT1080NT lethal: 24%; KB-3-1 tox: -2%; HT1080 IDH1KD tx: 18%; KB-V1 MDR tox: inconclusive; SW480 rereplic: inconclusive; GLP1R ag: 0%; DRD3 agonist: -1; IL-1B inflam inh: 8

How did O=C(NCc1ccco1)c1cc(-c2ccccn2)nc2ccccc12 do in these assays?
DRD3 antagonist: -3; HT1080NT lethal: -14%; KB-3-1 tox: -16%; HT1080 IDH1KD tx: 4%[9.24 µM]; KB-V1 MDR tox: -16%; SW480 rereplic: -11%; GLP1R ag: -1%; DRD3 agonist: 3; IL-1B inflam inh: 22

What do the screens show for `CCOc1ccccc1N(C(=O)c1snc(C(N)=O)c1N)C(C(=O)NCCC(C)C)c1ccco1` (stereo not given)?
DRD3 antagonist: -3; HT1080NT lethal: -11%; KB-3-1 tox: -23%; HT1080 IDH1KD tx: 0%; KB-V1 MDR tox: 13µM*; SW480 rereplic: 16%; GLP1R ag: -2%; DRD3 agonist: -4; IL-1B inflam inh: -11

How did Cc1oc2nc(SCC(=O)NC3CCCCC3)nc(N)c2c1C do in these assays?
DRD3 antagonist: 9; HT1080NT lethal: -5%; KB-3-1 tox: 14%; HT1080 IDH1KD tx: -10%; KB-V1 MDR tox: inconclusive; SW480 rereplic: 1%; GLP1R ag: inconclusive; DRD3 agonist: 3; IL-1B inflam inh: -6

What do the screens show for `CCCC1=Nc2cc(C(=O)NCCCN3CCN(C)CC3)ccc2Sc2ccccc21`?
DRD3 antagonist: -2; HT1080NT lethal: inconclusive; KB-3-1 tox: -1%; HT1080 IDH1KD tx: 0%; KB-V1 MDR tox: 22%; SW480 rereplic: inconclusive; GLP1R ag: 11%; DRD3 agonist: -5; IL-1B inflam inh: -8

Results for Cc1ccc(C(=O)N2CCN(c3ncnc4c(C)csc34)CC2)cc1 ?
DRD3 antagonist: 4; HT1080NT lethal: 17%; KB-3-1 tox: -29%; HT1080 IDH1KD tx: 2%; KB-V1 MDR tox: inconclusive; SW480 rereplic: -23%; GLP1R ag: 4%; DRD3 agonist: -2; IL-1B inflam inh: inconclusive

How did CC1C(=O)N(Cc2cccc(F)c2)c2ccccc2N1C(=O)c1ccccc1 (stereo not given) do in these assays?
DRD3 antagonist: 9; HT1080NT lethal: -26%; KB-3-1 tox: -8%; HT1080 IDH1KD tx: -14%; KB-V1 MDR tox: -30%; SW480 rereplic: 5%; GLP1R ag: 5%; DRD3 agonist: 3; IL-1B inflam inh: -14

How did Cc1c(Nc2nc3ccccc3nc2NS(=O)(=O)c2cccc(Cl)c2)c(=O)n(-c2ccccc2)n1C do in these assays?
DRD3 antagonist: 4; HT1080NT lethal: 24%; KB-3-1 tox: 13%; HT1080 IDH1KD tx: 27%; KB-V1 MDR tox: 6%; SW480 rereplic: -3%; GLP1R ag: -8%; DRD3 agonist: 2; IL-1B inflam inh: 1

What do the screens show for `Cc1cnc(C(=O)NC2CCSc3ccccc32)cn1` (stereo not given)?
DRD3 antagonist: 6; HT1080NT lethal: -9%; KB-3-1 tox: -2%; HT1080 IDH1KD tx: -13%; KB-V1 MDR tox: 0%; SW480 rereplic: inconclusive; GLP1R ag: 6%; DRD3 agonist: 4; IL-1B inflam inh: 48

What do the screens show for `COc1cccc(C(=O)COC(=O)C2CC3CCCC(C2)C3=O)c1` (stereo not given)?
DRD3 antagonist: 11; HT1080NT lethal: -1%; KB-3-1 tox: -2%; HT1080 IDH1KD tx: 4%; KB-V1 MDR tox: -8%; SW480 rereplic: 2%; GLP1R ag: -6%; DRD3 agonist: -4; IL-1B inflam inh: -1

How did CC(C(=O)N(C)C1CCS(=O)(=O)C1)N1C(=O)/C(=C/c2ccco2)SC1=S (stereo not given) do in these assays?
DRD3 antagonist: -1; HT1080NT lethal: -5%; KB-3-1 tox: -24%; HT1080 IDH1KD tx: -2%; KB-V1 MDR tox: -9%; SW480 rereplic: 9%; GLP1R ag: -2%; DRD3 agonist: 8; IL-1B inflam inh: -2

What do the screens show for `Cc1sc2nc(C(C)C)nc(SCC(=O)NCc3ccco3)c2c1C`?
DRD3 antagonist: 31; HT1080NT lethal: inconclusive; KB-3-1 tox: -5%; HT1080 IDH1KD tx: 2%; KB-V1 MDR tox: -11%; SW480 rereplic: inconclusive; GLP1R ag: 27%; DRD3 agonist: 19; IL-1B inflam inh: -1

What do the screens show for `N=C1SCC(=O)N1c1ncc(Cc2ccccc2Cl)s1`?
DRD3 antagonist: -8; HT1080NT lethal: -22%; KB-3-1 tox: -9%; HT1080 IDH1KD tx: -2%; KB-V1 MDR tox: -27%; SW480 rereplic: inconclusive; GLP1R ag: 0%; DRD3 agonist: -5; IL-1B inflam inh: -102*

How did O=C(O)CCC(=O)Nc1nc2nccc(-c3ccccc3)n2n1 do in these assays?
DRD3 antagonist: -6; HT1080NT lethal: inconclusive; KB-3-1 tox: -6%; HT1080 IDH1KD tx: 14%; KB-V1 MDR tox: 18%; SW480 rereplic: -119%[inhibitor]; GLP1R ag: 6%; DRD3 agonist: -7; IL-1B inflam inh: -8

How did Cc1ccc(S(=O)(=O)Nc2ccccc2C(N)=O)cc1 do in these assays?
DRD3 antagonist: 1; HT1080NT lethal: -5%; KB-3-1 tox: -3%; HT1080 IDH1KD tx: -5%; KB-V1 MDR tox: 21%; SW480 rereplic: -3%; GLP1R ag: 12%; DRD3 agonist: 0; IL-1B inflam inh: 0

How did O=C(N/N=C/c1ccc(Br)cc1)c1cc[n+](Cc2ccccc2)cc1 do in these assays?
DRD3 antagonist: 6; HT1080NT lethal: 18%; KB-3-1 tox: 1%; HT1080 IDH1KD tx: 17%; KB-V1 MDR tox: inconclusive; SW480 rereplic: -1%; GLP1R ag: -1%; DRD3 agonist: -1; IL-1B inflam inh: -5

What do the screens show for `CCCc1nc2c3ccccc3ccn2c1Cc1ccccc1C(F)(F)F`?
DRD3 antagonist: -27; HT1080NT lethal: inconclusive; KB-3-1 tox: 0%; HT1080 IDH1KD tx: inconclusive; KB-V1 MDR tox: 20%; GLP1R ag: 32%; DRD3 agonist: -16; IL-1B inflam inh: 18

Results for CCC1(C)Cc2c(sc3nc(SC)[nH]c(=O)c23)CO1 (stereo not given) ?
DRD3 antagonist: 8; HT1080NT lethal: 7%; KB-3-1 tox: 19%; HT1080 IDH1KD tx: 7%; KB-V1 MDR tox: -7%; SW480 rereplic: -3%; GLP1R ag: 15%; DRD3 agonist: 7; IL-1B inflam inh: 18

What do the screens show for `COc1ccc(CN(Cc2cccnc2)S(=O)(=O)c2ccc(-n3cnnn3)c(OC)c2)cc1`?
DRD3 antagonist: 3; HT1080NT lethal: -5%; KB-3-1 tox: -1%; HT1080 IDH1KD tx: -3%; KB-V1 MDR tox: -2%; SW480 rereplic: -3%; GLP1R ag: 19%; DRD3 agonist: -2; IL-1B inflam inh: -5

What do the screens show for `Cc1ccc(CNC(=O)c2cccc3c2C(=O)c2ccc(N4CCOCC4)cc2S3(=O)=O)cc1`?
DRD3 antagonist: 28; HT1080NT lethal: 21%; KB-3-1 tox: inconclusive; HT1080 IDH1KD tx: 16%; KB-V1 MDR tox: 0%; SW480 rereplic: -3%; GLP1R ag: -2%; DRD3 agonist: 26; IL-1B inflam inh: -2

What do the screens show for `COC(=O)c1nn(-c2ccccc2)c(Sc2ccc(Cl)cc2)c1/C=N/O`?
DRD3 antagonist: 8; HT1080NT lethal: inconclusive; KB-3-1 tox: inconclusive; HT1080 IDH1KD tx: -13%; KB-V1 MDR tox: -23%; SW480 rereplic: 1%[9.22 µM]; GLP1R ag: -1%; DRD3 agonist: 3; IL-1B inflam inh: -11

Results for CCN(CC)CCCNC(=O)Cn1ncn2cccc2c1=O ?
DRD3 antagonist: -73*; HT1080NT lethal: 24%; KB-3-1 tox: -3%; HT1080 IDH1KD tx: 19%; KB-V1 MDR tox: 15%; SW480 rereplic: 0%; GLP1R ag: -14%; DRD3 agonist: -8; IL-1B inflam inh: 0

Results for O=C(c1ccc(S(=O)(=O)N2CCCCC2)cc1)N1CCCc2ccccc21 ?
DRD3 antagonist: 3; HT1080NT lethal: 11%; KB-3-1 tox: 1%; HT1080 IDH1KD tx: 8%; KB-V1 MDR tox: -5%; SW480 rereplic: 5%; GLP1R ag: 4%; DRD3 agonist: 3; IL-1B inflam inh: -24

Results for O=[N+]([O-])c1ccc(Cl)c(/C=N/n2c(-c3ccncc3)n[nH]c2=S)c1 ?
DRD3 antagonist: 1; HT1080NT lethal: -7%; KB-3-1 tox: 2%; HT1080 IDH1KD tx: inconclusive; KB-V1 MDR tox: 3%; SW480 rereplic: 6%; GLP1R ag: 2%; DRD3 agonist: 15; IL-1B inflam inh: 39

Results for COc1ccc(N2CCN(S(=O)(=O)c3c(C)[nH]c(C)c3C(=O)N3CCCCC3)CC2)cc1 ?
DRD3 antagonist: 3; HT1080NT lethal: 8%; KB-3-1 tox: -10%; HT1080 IDH1KD tx: 24%; KB-V1 MDR tox: 5%; SW480 rereplic: -7%; GLP1R ag: -2%; DRD3 agonist: 4; IL-1B inflam inh: -6
